# Myeloid diff MLP – induction of myeloid progenitor differentiation, primary screen, cell-based, flow cytometry, MLPCN library | ER-HoxA9 myeloid progenitors, lysozyme-GFP differentiation | calls only at 10 µM | 360,000 tested, 1% active | AID 624256, 2012;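 active means normalized GFP-positive differentiation at or above the plate's own cutoff, the solvent-only control mean plus 3 SD; inconclusive means no clear call, values can overlap the other calls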;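 further: cells exposed to compound for four days before flow analysis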
# Myeloid diff MLP GFP+ MAC1+ % – recorded beside Myeloid diff MLP, whose call it bears; GFP+ MAC1+ double positive, %; measured here: differentiation confirmed by MAC1 staining
# * hit, by the source's call; i = inactive; ? = inconclusive; · = not tested or not shown. Only part of the results is shown; the hit share may differ from the screen's.
SMILES,Myeloid diff MLP,Myeloid diff MLP GFP+ MAC1+ %
CCCCNC(=O)C[C@@H]1C[C@@]2(C(=O)OC)CC(C)(C)CC=C2N(Cc2ccccc2)C1=O,i,2.5
O=C(Nc1cccc2ccccc12)c1[nH]c(-c2ccccc2)c2c1C(=O)N(C1CC1)C2=O,i,1.2
c1ccc(-c2ccc3ncccc3n2)cc1,i,0.9
COc1cccc(C=C(C#N)C(=O)c2ccccc2)c1,i,1.0
CC1(c2nnnn2Cc2ccccc2)CCC(=O)N1Cc1ccco1 (stereo not drawn),i,1.1
Cc1onc(-c2c(F)cccc2Cl)c1C(=O)Nc1cc2cc([N+](=O)[O-])ccc2oc1=O,i,1.4
COc1ccccc1N1CCN(C(=O)C(=O)c2cccc([N+](=O)[O-])c2)CC1,i,0.7
CN(C)CCN1CCN(C(c2ccnc3ccccc23)c2nnnn2-c2ccc3c(c2)OCCO3)CC1 (stereo not drawn),i,1.0
CNc1cncc(-c2cc(C)c(O)c(C)c2)n1,?,·
OC(c1cccc(Cl)c1)c1nc(-c2ccc3c(c2)OCO3)cs1 (stereo not drawn),i,0.8
CCCCN(C)c1c(C)nc2ccc(C(=O)Nc3cc(-c4ccccc4)ccc3OC)cn12,i,1.0
CCOc1cc(OCC)cc(C(=O)N2CCC[C@@H]2C(=O)N2CCC[C@H]2C(=O)NCc2ccncc2)c1,i,1.6
CC1(C)OC(=O)C2=C(C[C@@H](C3CCCCC3)O[C@H]2c2ccc(Cl)cc2)O1,i,0.3
Cc1ccc(-c2cnc(C(O)c3cccc(C)c3C)[nH]2)cc1 (stereo not drawn),i,0.9
O=C(C=Cc1ccccc1F)c1ccccc1,i,0.7
CCNC(=O)C1(C)CCN(C(=O)c2ccc3snnc3c2)C1 (stereo not drawn),i,0.9
COCCNC(=O)C1(C)CCCN(C(=O)c2ccc(-c3ccccc3)cc2)C1 (stereo not drawn),i,1.1
Cc1ccc(C)c(C(O)c2ncc(-c3cccc(F)c3)[nH]2)c1 (stereo not drawn),i,0.6
CCOc1ccccc1-c1ccc2nccn2c1,i,1.4
CSc1ccccc1CNC(=O)C1(C)CCCN1CC(C)C (stereo not drawn),i,0.6
CC1(Cc2ccc(C(F)(F)F)o2)C(=O)Nc2cc(-c3ccc(F)cc3F)ccc21 (stereo not drawn),i,0.8
CCCS(=O)(=O)NC(=O)C1(C)CCN(C(=O)Cc2ccc(F)cc2)C1 (stereo not drawn),i,1.5
Cc1cccc(C)c1-n1nnnc1C(c1ccnc2ccccc12)N(CCN(C)C)Cc1ccccc1 (stereo not drawn),i,1.1
Cc1cccc(C)c1NC(=O)C(c1ccc(C#N)cc1)n1c(=O)c(-c2ccco2)nc2ccccc21 (stereo not drawn),i,1.5
CCOC(=O)C1(C)CCCN1C(=O)c1ccc(OC)cc1 (stereo not drawn),i,0.8
CC(C)(C)OC(=O)N1CCC[C@@H]1C(=O)N1CCC[C@@H]1C(=O)NCc1ccccc1Cl,i,0.5
CC(=O)Nc1cnc(-c2ccccc2C(C)=O)cn1,i,0.3
CNS(=O)(=O)c1ccc(CNC[C@H]2O[C@@H](n3cnc4c(=O)[nH]c(N)nc43)[C@H](O)[C@@H]2O)cc1,i,0.9
COc1ccc(C(=O)c2[nH]c(N)c(C(=O)NCCc3c[nH]c4ccccc34)c2-c2ccc(C(F)(F)F)cc2)cc1,i,1.6
COc1cccc(-c2cnc3c(NC(C)=O)cc(-c4ccc(OC)c(OC)c4)cn23)c1,i,0.9
COC1=CC(C)C2CC3OC(=O)CC4C(C)=C(OC)C(=O)C(C2(C)C1=O)C34C (stereo not drawn),i,3.3
FC(F)(F)c1cccc(N2CCCCC2)c1,i,0.4
CC(C)c1ccccc1NC(=O)Nc1nnc([C@H]2C[C@H](O)[C@@H](CO)O2)s1,i,0.4
CC(C)(C)c1ccc(C(O)c2ncc(-c3ccccc3F)[nH]2)cc1 (stereo not drawn),i,2.2
COc1ccc(CCCNC(=O)C2Cc3c(-c4cccc(NC(C)=O)c4)ccnc3O2)cc1 (stereo not drawn),i,2.1
COc1ccc(NC(=O)[C@@H]2O[C@H](CO)[C@H](O)[C@H](O)[C@H]2O)cc1F,i,0.5
CC(=O)Nc1ccc(-c2ccnc3c2CC(C(=O)Nc2cccc(Oc4ccccc4)c2)O3)cc1 (stereo not drawn),i,1.5
COc1ccccc1-c1cc2nc(NCc3cccc(Cl)c3)ccn2n1,i,0.7
O=C(NC(c1ccc(Cl)cc1)c1cnccn1)C1CCN(Cc2cccc(C(F)(F)F)c2)CC1 (stereo not drawn),i,0.6
COc1ccc(-c2ccc(C(=O)NC3CCCCC3)c3occc23)c(C)c1,i,0.7
COC(=O)C[C@@H]1CC[C@@H](NC(C)=O)[C@@H](CO)O1,i,1.1
CCc1nc2ccc(C(=O)Nc3ccc(NC(C)=O)cc3)cn2c1N(C)CCC(C)C,i,1.1
CC1(Oc2cnc(Cl)c3ccccc23)CCN(Cc2ccc(-c3ccccn3)cc2)C1 (stereo not drawn),i,0.9
Nc1ccc(S(=O)(=O)c2ccc(N)nc2)cc1,i,1.3
CC1(C(=O)NCCc2ccccc2)Cc2c(-c3ccc4c(c3)OCO4)ccnc2O1 (stereo not drawn),i,0.8
CC(C)(C)c1ccc(CC(=O)N2CCC2(C)C(=O)NS(=O)(=O)c2cccc(Cl)c2)cc1 (stereo not drawn),i,0.9
Cc1c(CC(=O)NCC(=O)NCC(=O)N[C@@H](Cc2ccccc2)C(=O)O)c(=O)oc2c(C)c(O)ccc12,i,2.7
COc1ccc(CNC(=O)c2sc(=O)n(Cc3ccccc3OC)c2C)cc1,i,2.5
CCCNC(=O)c1cc(C2CCCCN2S(=O)(=O)c2ccc(F)cc2F)on1 (stereo not drawn),i,0.7
CC1(Cc2ccccc2Cl)C(=O)Nc2c(Cl)cccc21 (stereo not drawn),i,1.8
CCCC(=O)N1CCCC1(C)C(=O)Nc1ccc2cn[nH]c2c1 (stereo not drawn),i,1.4
CCOC(=O)C1=CCN(S(=O)(=O)c2ccccc2F)C1c1ccccc1 (stereo not drawn),i,1.0
COC(=O)[C@@]12C[C@@H](CC(=O)N3CCN(C(=O)c4ccco4)CC3)C(=O)N(CCc3ccc(OC)c(OC)c3)C1=CCC(C)(C)C2,i,1.9
CCCCNC(=O)C1(C)CCN1C(=O)c1ccccc1Br (stereo not drawn),i,0.3
NC(CCc1ccccc1)c1csc(NC(=O)Nc2cccc(Cl)c2)n1 (stereo not drawn),i,1.3
CC1(C(=O)NS(=O)(=O)c2cccc(C#N)c2)CCN1C(=O)C/C=C/c1ccccc1 (stereo not drawn),i,1.0
CC(=O)Nc1cc(-c2cccc(C(=O)N(C)C)c2)cn2c(-c3ccc(C(C)=O)cc3)cnc12,i,2.4
CCOC(=O)C1C(C(=O)OCC)C2C(=O)C3C(C(=O)OCC)C(C(=O)OCC)C3C(=O)C12 (stereo not drawn),i,0.6
NC(c1csc(Nc2cc(NCCCO)ncn2)n1)c1ccccc1Cl (stereo not drawn),i,1.0
CC(=O)/C=C1\OCc2cc(OCc3ccccc3)ccc21,i,3.4

# Single records, from the list above. Screens in order: Myeloid diff MLP | Myeloid diff MLP GFP+ MAC1+ %
# Entry for `CC1(Cc2ccccc2Cl)C(=O)Nc2c(Cl)cccc21` (stereo not drawn) : i | 1.8
# Entry for `COC(=O)[C@@]12C[C@@H](CC(=O)N3CCN(C(=O)c4ccco4)CC3)C(=O)N(CCc3ccc(OC)c(OC)c3)C1=CCC(C)(C)C2` : i | 1.9
# Entry for `CCCCNC(=O)C1(C)CCN1C(=O)c1ccccc1Br` (stereo not drawn) : i | 0.3

# In another format: 5 of the compounds above
# Results follow in this order: Myeloid diff MLP	Myeloid diff MLP GFP+ MAC1+ %
NC(CCc1ccccc1)c1csc(NC(=O)Nc2cccc(Cl)c2)n1 (stereo not drawn)
  i	1.3
CC(=O)Nc1cc(-c2cccc(C(=O)N(C)C)c2)cn2c(-c3ccc(C(C)=O)cc3)cnc12
  i	2.4
NC(c1csc(Nc2cc(NCCCO)ncn2)n1)c1ccccc1Cl (stereo not drawn)
  i	1.0
CCCCNC(=O)C1(C)CCN1C(=O)c1ccccc1Br (stereo not drawn)
  i	0.3
CCCNC(=O)c1cc(C2CCCCN2S(=O)(=O)c2ccc(F)cc2F)on1 (stereo not drawn)
  i	0.7

# Going on with the list.
SMILES,Myeloid diff MLP,Myeloid diff MLP GFP+ MAC1+ %
Cc1csc(-c2nc3ccccc3n2C(C(=O)NC(C)(C)C)c2ccccc2)c1 (stereo not drawn),i,1.9
C[C@@H]1OC(C2CCCCC2)N(C)[C@H]2C[C@H]3c4[nH]c5ccccc5c4CCN3C[C@@H]12 (stereo partly drawn),i,0.2
CC1(C(=O)NS(=O)(=O)C2CC2)CCCN(C(=O)c2cccc(C(F)(F)F)c2)C1 (stereo not drawn),i,0.9
COC(=O)CCCCC1=CCC2C(=O)C=C(O)C2C1 (stereo not drawn),i,1.6
Nc1ncnc2c1ncn2[C@@H]1O[C@H](C(=O)Nc2cc(C(F)(F)F)cc(C(F)(F)F)c2)[C@@H](O)[C@H]1O,i,0.8
CCOC(=O)c1csc(-c2ccc(COC(=O)c3ccccc3)o2)n1,i,0.4
CN(C)c1ccc(-c2ccnc3c2CC(C)(C(=O)Nc2cccc(C(F)(F)F)c2)O3)cc1 (stereo not drawn),i,0.7
CCCCNC(=O)C1(C)CCN1C(=O)c1csnn1 (stereo not drawn),i,0.8
CNc1nc(Nc2ccc(C)cc2C)c2sccc2n1,i,2.0
COc1ccc(F)cc1-c1cc(C(=O)NCc2cccc(Cl)c2)[nH]n1,i,0.5
CC(C)COC(=O)N1CCCCC1c1cc(C(=O)NC(C)C)no1 (stereo not drawn),i,0.5
COCCNc1nc(Nc2ccc(C)cc2C)c2sc(-c3ccccc3)cc2n1,i,1.5
CCOC(=O)C1(C)CCN1C(=O)c1ccccc1C(F)(F)F (stereo not drawn),i,0.7
CCOC(=O)C1(C)CCCN(C(=O)Cc2ccc3ccccc3c2)C1 (stereo not drawn),i,1.2
Cn1cc(Cc2ccc(C(=O)NC34CC5CC(CC(C5)C3)C4)cn2)c2ccccc21,i,0.5
CCS(=O)(=O)N1Cc2cc(C(=O)NCCOC)nc(-c3cccc(-c4ccncc4)c3)c2[C@H]1CCO,i,0.8
COc1ccc(Cn2cc(CN3CC(N4CCCCC4)CS3(=O)=O)nn2)cc1 (stereo not drawn),i,0.3
C=CCC[C@H](CCCCC)OC(=O)/C=C/[C@@H](O)[C@H](O)C[C@@H](O)CC=C,i,1.2
CC(C)c1ccc(CN2CCC2(C)C(=O)Nc2cccc(Oc3ccccc3)c2)cc1 (stereo not drawn),i,0.4
Cc1ccc(Cc2c(-c3cccc(Cl)c3)nc3c4ccccc4ccn23)cc1,i,0.2
CCc1ccc(C(O)c2ncc(-c3ccccc3Cl)[nH]2)cc1 (stereo not drawn),i,0.5
CCOC1=C2[C@@H](CN(S(=O)(=O)c3ccc(C)cc3)[C@H]2c2ccccc2F)[C@H]2C(=O)NC(=O)[C@H]2C1,i,1.2
CN(C)CCN1CCN(C2CN(Cc3cn(Cc4cccc(Cl)c4)nn3)S(=O)(=O)C2)CC1 (stereo not drawn),i,1.2
CCCCCCCCN1C(=O)[C@H](CC(=O)N2CCSCC2)C[C@@]2(C(=O)OCC)CCCC=C12,i,0.9
COC(=O)[C@]12CCCCC=C1N(Cc1ccc3c(c1)OCO3)C(=O)[C@H](CC(=O)NCCC(C)C)C2,i,0.9
CCCCCCSc1ccc(-c2nc3cnccn3c2NC2CCCCC2)cc1,i,7.9
CSc1ccc(CNC(=O)C2(C)CCCN2CC(C)C)cc1 (stereo not drawn),i,1.1
CC(C)[C@@H]1Cc2[nH]c(=S)[nH]c(=O)c2[C@H](C)O1,i,1.3
COc1ccc(C2=Nc3ccccc3NC(=O)C2N(CCCn2ccnc2)C(=O)c2cccc(S(C)(=O)=O)c2)cc1 (stereo not drawn),i,0.5
COC1=CC(=O)OC(c2cccc(C#N)c2)C1 (stereo not drawn),i,3.4
CC(C)N1C(=O)c2ccccc2NC(=O)C1C(=O)NC1CC1 (stereo not drawn),i,1.7
CN1CCN(c2ccc3c(c2)OC[C@H](Cc2ccccc2)NS3(=O)=O)CC1,i,1.0
CCC(C)CN1C(=O)CN(S(C)(=O)=O)CC1(C)C(=O)Nc1ccc2c(c1)OCCO2 (stereo not drawn),i,1.8
CCc1nc2c(OCCOc3ccc(F)cc3)cccn2c1N(C)C(=O)c1ccco1,i,1.2
CC(C)(C)C(c1nc2ccccc2[nH]1)n1c(-c2cc(Cl)cc(Cl)c2)nc2ccccc21 (stereo not drawn),i,2.5
Fc1cccc(Cc2c(-c3ccc(Cl)cc3)nc3ccc(Br)cn23)c1,i,0.5

# Some of the entries so far, with values under each structure:
# Order of values – Myeloid diff MLP | Myeloid diff MLP GFP+ MAC1+ %
CN1CCN(c2ccc3c(c2)OC[C@H](Cc2ccccc2)NS3(=O)=O)CC1
  i | 1.0
CCC(C)CN1C(=O)CN(S(C)(=O)=O)CC1(C)C(=O)Nc1ccc2c(c1)OCCO2 (stereo not drawn)
  i | 1.8
CCc1nc2c(OCCOc3ccc(F)cc3)cccn2c1N(C)C(=O)c1ccco1
  i | 1.2
CC(C)(C)C(c1nc2ccccc2[nH]1)n1c(-c2cc(Cl)cc(Cl)c2)nc2ccccc21 (stereo not drawn)
  i | 2.5

# The results go on:
SMILES,Myeloid diff MLP,Myeloid diff MLP GFP+ MAC1+ %
COC(=O)c1ccc2nc(C3CCCCC3)c(Cc3ccc(C)cc3)n2c1,i,1.1
COc1ccccc1CNc1nc(NCc2cnc(C)cn2)c2sccc2n1,i,1.0
CCOC1=C2[C@@H](CN(S(=O)(=O)c3ccc(C)cc3)[C@H]2c2ccccc2Cl)[C@H]2C(=O)N(C)C(=O)[C@H]2C1,i,0.9
C=Cc1ccc(Cn2c(C)c(C(=O)NCc3cccc([N+](=O)[O-])c3)sc2=O)cc1,i,2.6
CC(NC(=O)C1CCN(Cc2ccccc2)CC1)c1cccc2ccccc12 (stereo not drawn),i,0.4
CCOc1cc(OCC)cc(C(=O)N2CCC[C@H]2C(=O)N2CCC[C@H]2C(=O)N[C@H](C)c2ccccc2)c1,i,0.9

# Screening results deposited in PubChem by NMMLSC.
